Pf Dd2 inh: Plasmodium falciparum Dd2 growth inhibition | P. falciparum Dd2 growth, SYBR Green, 72 h | Potency, µM (top dose mostly 28.9 µM), without a hit: at the top dose activity, negative = inhibition, most hits filed as inhibitors | hit rate 4.3% among 120,000 | AID 1347417; active = well fitted inhibition curve with a large enough effect; inconclusive = small, poorly fitted or top-dose-only effect; inactive = no such curve, though single readings can be large or run the other way;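 note: plate controls were DMSO vehicle for no effect and reference drug for full effect; nearly all actives have a fitted effect of over 65% in size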
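Infected erythrocytes (Dd2, 0.3% parasitemia, 2.5% hematocrit final) are added to compound in RPMI-1640/Albumax II medium, grown 72 h at 37C in low oxygen, then lysed with saponin/Triton-X containing SYBR Green and read by fluorescence.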
An asterisk follows results filed as active; i = inactive; ? = inconclusive; & = joins results of further samples; [ ] = another dose, or the depositor's remark. Potency is the fitted concentration of half-maximal effect.

item	canonical_smiles	Pf Dd2 inh
1	CCc1nc2c(c(-c3ccc(Cl)cc3)n1)CCN(C(=O)c1ccc3c(c1)OCO3)CC2	i
2	O=C(Cn1ncc2c3ccccc3n(Cc3ccccc3F)c2c1=O)N1CCCCCC1	10µM*
3	Cc1ccc(C)c(CN2C(=O)c3ccccc3S(=O)(=O)c3ccc(C(=O)Nc4ccccc4C(F)(F)F)cc32)c1	?
4	CC(C)CNC(=O)C(NC(=O)CC(C)C)C1CCN(C(=O)c2ccccc2)CC1 (stereo not drawn)	5.2%
5	O=C(O)c1ccc(CN2Cc3[nH]cnc3C[C@H]2C(=O)NCc2ccco2)cc1	4.4%[44.1 µM]
6	CCN1CCN(C(=O)c2ccc3c(c2)N(Cc2c(F)cccc2Cl)C(=O)c2ccccc2S3)CC1	?
7	Cc1ccc(NC(=O)Cn2c(=O)ccc3cc(S(=O)(=O)N4CCC(C)CC4)ccc32)cc1C	i
8	Cc1ccc(NC(=O)CN2C=NS(=O)(=O)c3ccccc32)cc1	4.1%
9	COCCN1Cc2ccc(Nc3ccc(OC)cc3)nc2C(C)(C(=O)NC2COC2)C1 (stereo not drawn)	i
10	Cc1[nH]ncc1CNC(=O)C1CCN(c2cn[nH]c(=O)c2)C1 (stereo not drawn)	i
11	FC(F)(F)c1ccc2nc([C@H]3CCN(CC4CC4)C3)[nH]c2c1	12.6µM*
12	COCC(=O)N[C@@H]1CN(Cc2ccccc2)C[C@H]1CN(C)C	11.0%
13	O=C(NCC1CN(Cc2ccccn2)CC12CN(c1ccccc1)C2)c1ccccc1 (stereo not drawn)	i
14	CCn1cc(CNC2CC(=O)N(CCc3ccccc3)C2)cn1 (stereo not drawn)	-20.2%
15	O=C(CCCn1c(=O)c2cccn2c2cccnc21)Nc1ccccc1Br	-19.2%
16	Cc1ccsc1CN1CCc2nc(N(C)C)[nH]c(=O)c2CC1	-26.9%[5.79 µM]
17	Cc1ccc(NC(=O)Nc2c[nH]c(=O)[nH]c2=O)c(Cl)c1	1.5%
18	Cc1ccc(CN2CCN(c3ncncn3)CC2=O)cc1	-0.9%
19	CCOCCCNc1ncnc2c1cnn2-c1ccc(C)c(C)c1	i
20	COc1cc(Cl)c(C)cc1NC(=O)CN1C(=O)NC(c2ccc(Cl)cc2)C2=C1COC2=O (stereo not drawn)	-19.0%
21	O=C(c1ccccc1F)N1CCC2(CC1)C(=NC1CCCCC1)NC(=O)N2c1cccnc1	18.9%&9.3%
22	Cc1noc(C2CCCCCN2C(=O)c2ccnn2C)n1 (stereo not drawn)	i
23	CN1C[C@H](O)C[C@H]1c1nnc2n1CCN(C(=O)CCc1c[nH]c3ccccc13)CC2	-2.4%
24	COc1ccc(-c2cnc3n2CC(C(=O)N2CCCCC2)CC3)cc1 (stereo not drawn)	i
25	Cc1noc([C@@H]2C[C@H](NC(=O)Nc3cccc(F)c3)CN2C)n1	-19.0%[44.1 µM]
26	Cc1ccc(OCC(=O)N2CCC(c3noc(-c4ccncc4)n3)C2)cc1 (stereo not drawn)	-0.7%[5.79 µM]
27	CCCC(=O)Nc1ccc(-c2nc3ncccc3o2)cc1C	-4.4%
28	CCOc1ccc(NC(=O)CCS(=O)(=O)c2ccc3nc(C)sc3c2)cc1	i
29	Cc1cn2c(=O)c(S(=O)(=O)NCc3ccccc3Cl)c(C)nc2s1	17.6%
30	Cc1nn(CC(=O)N2CCCCCC2)c(=O)c2nc(-c3ccccc3)sc12	?
31	O=C(c1cccc(F)c1)N1CC(Oc2ccc(-c3nc(-c4ccccc4)no3)cc2)C1	i[5.79 µM]
32	COc1ccc(C(=O)NC[C@H]2O[C@@H](CO)[C@@H](O)[C@H]2N2CCN(c3cccc(C(F)(F)F)c3)CC2)cc1	-0.7%
33	Cc1ccc(C(C)C)c(OCC(O)CN2CCN(c3ccccc3F)CC2)c1 (stereo not drawn)	?
34	CCOc1ccccc1NC(=O)C1=C(C)Nc2ncnn2C1c1sccc1C (stereo not drawn)	-15.0%
35	CCNC(=O)N1CCC(Cc2ccc(C(=O)Nc3cccc(F)c3)cc2)CC1	?
36	Cc1ccc(S(=O)(=O)c2cn(C)c3cc(N4CCN(C)CC4)c(F)cc3c2=O)cc1	?
37	COCC(=O)N(C1CCOCC1)C1CCN(C(=O)Cc2cccnc2)CC1	6.2%
38	COCCn1c(C)cc(O)c(C(c2ccccc2)N2CCN(c3ccc(F)cc3)CC2)c1=O (stereo not drawn)	-13.5%
39	O=c1[nH]c2ccc(NS(=O)(=O)c3ccc(F)cc3)cc2s1	75.6%[activator]
40	Cc1cccc(CN2CCc3nc(C(=O)Nc4ccc(Cl)cc4)oc3CC2)c1	-14.5%[44.1 µM]
41	COc1cccc(C(=O)N2CCCCC2c2n[nH]c(C)n2)c1 (stereo not drawn)	-13.7%
42	COCCNC(=O)[C@@H]1CCC[C@@H](NC(=O)NC2(c3ccccc3)CCOCC2)CN(C)C(=O)C1	i
43	O=C(O)[C@@H]1CN(C(=O)CCCn2cncn2)C[C@H]1c1ccc2c(c1)OCO2	6.1%
44	CCN(CC)S(=O)(=O)c1ccc2c(c1)N(CC(=O)NCCCN1CCN(c3cc(Cl)ccc3C)CC1)C(=O)CO2	?
45	CCCCS(=O)(=O)N[C@H]1CN(Cc2c(C)noc2C)C[C@@H]1C(C)C	-16.8%
46	O=C(NCCCN1CCCCCC1)C1CCN(C(=O)N2CC3CC(C2)[C@H]2CCCC(=O)N2C3)CC1 (stereo partly drawn)	i
47	COc1ccc(-c2cnc3n[nH]c(-c4ccccc4)c3n2)cc1	7.8%[44.1 µM]
48	O=C1CO[C@H]2CN(Cc3c[nH]c4ccccc34)C[C@H]2N1Cc1ccc(F)cc1	5.01µM*
49	Cc1c(C(c2ccc(F)cc2)c2c(O)c3ccccc3oc2=O)c(=O)n(-c2ccccc2)n1C (stereo not drawn)	0.2%
50	Cn1ccnc1CN1C(=O)CO[C@H]2CN(C(=O)c3cnccn3)C[C@H]21	27.0%[44.1 µM]

Following part
item	canonical_smiles	Pf Dd2 inh
51	O=C(N1C[C@@H](CO)[C@H](c2nc(C3CC3)no2)C1)C1(c2ccccc2)CC1	23.1%
52	CCc1nn2c(=O)cc(COC(=O)c3ccc4c(c3)OCO4)nc2s1	3.0%
53	COc1ccc(N2CCN(C(=O)C3(c4ccc(NC(=O)C(C)C)cc4)CCC3)CC2)cc1	?
54	COCCc1nncn1C1CCN(C(=O)c2ccc(C)cc2)CC1	-18.8%
55	Cc1cnc(C(=O)N(C)C2CCc3nnc(C)n3CC2)cn1 (stereo not drawn)	25.9%
56	CCC(=O)Nc1ccccc1-c1nc2ccccc2n(CC(=O)c2ccc(Br)cc2)c1=O	1.8%
57	COc1ccc(Cl)cc1C(=O)N1C[C@@H](F)C[C@H]1C(=O)N1CCCCC1	-1.8%
58	COCc1ccc2c(c1)c(OC(C)(C)C(=O)NCCc1cccnc1)nn2Cc1ccccc1	i
59	Cc1ccc(S(=O)(=O)c2nnn3c2nc(N2CCCC(C)C2)c2cc(Cl)ccc23)cc1C (stereo not drawn)	-14.4%
60	CCOC(=O)c1[nH]cnc1C(=O)Nc1ccc(F)cc1	7.4%
61	CCOc1ccc(N(CC)C(=O)Cn2cnc3sc(C)c(S(=O)(=O)N4CCN(c5ncccn5)CC4)c3c2=O)cc1	-9.6%
62	COc1cccc(NC(=O)[C@@H]2C[C@@H](c3ccc(F)cc3)N([S+](=O)([O-])c3cccnc3)C2)c1	i
63	CC(=O)N1CCC(N2C(=O)C3(CCCC3)C2c2scnc2C)CC1 (stereo not drawn)	27.5%
64	CC(=O)Nc1ccc(-c2ccc(=O)n3c2[C@@H]2C[C@@H](CN(S(=O)(=O)c4ccccc4)C2)C3)cc1	i
65	Cc1cc(N2CCC(C(=O)NCCC(C)C)CC2)n2nc(C)c(-c3ccc(Cl)cc3)c2n1	58.6%[activator]
66	Cc1ccc(CNC(=O)Cn2cc(S(=O)(=O)Cc3ccccc3Cl)c3ccccc32)cc1	i
67	CC(=O)NC1(C)CN(c2ccc(OC(F)(F)F)cc2)C1	?
68	Cc1ccc(NC(=O)C2CCCN2S(=O)(=O)c2ccc3nc(-c4ccccc4)[nH]c3c2)cc1F (stereo not drawn)	?
69	Cc1ccccc1C(=O)Nc1ccnn1C1CCN(C(=O)C2(C(N)=O)CC2)CC1	-11.5%
70	Cc1ccc(CCN2C[C@]34C=C[C@H](O3)C(C(=O)N(C)Cc3nccn3C)C4C2=O)cc1 (stereo partly drawn)	9.9%
71	c1cc(-c2ccc3c(c2)OCCCO3)n2ncnc2n1	-0.2%
72	CC(=O)c1ccc(NC(=O)c2cc3c([nH]c2=O)CC(c2ccccc2)CC3=O)cc1 (stereo not drawn)	1.2%
73	CCn1cc(S(=O)(=O)c2ccc(Cl)cc2)c(=O)c2cc(F)c(N3CCOCC3)cc21	?
74	CCOC(=O)c1ccc(NC(=O)C2CCCN(c3ccc(Sc4ccc(C)cc4)nn3)C2)cc1 (stereo not drawn)	5.62µM*
75	CCCCOc1cccc(C(=O)Nc2cccc3ccc(C)nc23)c1	-8.1%
76	Cc1ccc(Cl)cc1N1CCN(C(=O)CCn2c(=O)c3cccn3c3cccnc32)CC1	i
77	O=C(CCc1nc2ccccc2[nH]c1=O)N1CCN(CCn2cncn2)CC1	9.4%
78	Cc1ccc(CNC(=O)c2cc(=O)c3cc(C)cc(C)c3o2)cc1	44.8%[activator]
79	CCn1c2c(c(=O)n3ncc(C(=O)N4CCN(c5ccc(C(C)=O)cc5)CC4)c13)CN(Cc1ccc(OC)cc1)CC2	10µM*
80	O=C(NCc1cccnc1)C1CCc2nnc(-c3ccc(Cl)cc3Cl)n21 (stereo not drawn)	i
81	O=C(Cc1ccc(Cl)cc1)N1CCC2(CC1)N(c1ccccc1)C(=O)CS2(=O)=O	i
82	Cc1cc(NCCN2CCNC2=O)n2nc(C)cc2n1	8.7%
83	COc1cccc(CNC(=O)c2ccc(CS(=O)c3ccccc3)o2)c1 (stereo not drawn)	10.5%
84	CC(C)CNC(=O)N1C[C@@H](Oc2ccccc2)C[C@@H]1C(=O)N1CCOCC1	1.8%
85	Cc1ccc2oc(-c3cc(NC(=O)c4ccc5c(c4)OCCO5)cc(C)c3O)nc2c1	17.5%
86	O=C(c1ccccc1F)N1CCN(C(=O)c2nnn3c2COC(c2ccccc2)C3)CC1 (stereo not drawn)	-14.0%
87	COc1ccc(CN2C(=O)[C@@H]3C[C@@H](O)CN3C3(CN(C(C)C)C3)C2=O)cc1	8.7%[44.1 µM]
88	C=CCN1CCN(C(=O)CCC[C@@H]2[C@H]3CCCN4CCC[C@@H](CN2C(=O)c2ccccc2)[C@@H]34)CC1	10µM*
89	COCCOC1CCN(S(=O)(=O)Cc2ccccc2F)CC1	12.5%
90	CCOC(=O)c1c(C)[nH]c(C)c1S(=O)(=O)NCC(=O)N1CCN(c2ccccc2OC)CC1	i

Reprinted from the part before: two compounds, then new ones.
item	canonical_smiles	Pf Dd2 inh
89	COCCOC1CCN(S(=O)(=O)Cc2ccccc2F)CC1	12.5%
90	CCOC(=O)c1c(C)[nH]c(C)c1S(=O)(=O)NCC(=O)N1CCN(c2ccccc2OC)CC1	i
91	Cc1ccc(-n2nc(C)c([C@H]3C=C[C@@H](OC(=O)N[C@H](C)c4ccccc4)C3)c2C)cc1Cl	-22.5%
92	COc1ccc(OC)c(CNC(=O)C2CCN(c3nc4ccccc4nc3C(F)(F)F)CC2)c1	76.5%[activator]
93	Cc1ccc(C(=O)N2[C@@H]3CC[C@H]2CC(NC(=O)c2ccncc2)C3)cc1 (stereo partly drawn)	20.2%
94	O=C(Nc1cccc(F)c1)[C@@H]1C[C@@H](c2ccc(F)cc2)N([S+](=O)([O-])c2ccccc2)C1	-26.5%
95	CCCc1nc(NCc2nc(Cc3cccs3)no2)c2cnn(C)c2n1	-9.2%
96	Cc1cc(C[C@@H]2COC[C@@H]2NC(=O)c2ccc(Oc3ccccc3)o2)on1	1.1%
97	CCc1nn2c(=O)cc(COC(=O)c3ccccc3)nc2s1	5.0%
98	COc1ccc(C(=O)NCC(c2ccco2)S(=O)(=O)c2cccs2)cc1 (stereo not drawn)	3.2%
99	O=[N+]([O-])c1cccc(-c2noc([C@@H]3C[C@@H](O)CN3CC3CCCCC3)n2)c1	i
100	Cc1cccc(OCC(=O)N2CCN(Cc3cc(=O)n4nc(-c5ccccc5Cl)sc4n3)CC2)c1	38.6%[activator]

Reformatted: results already given
97. CCc1nn2c(=O)cc(COC(=O)c3ccccc3)nc2s1
- Pf Dd2 inh: 5.0%
98. COc1ccc(C(=O)NCC(c2ccco2)S(=O)(=O)c2cccs2)cc1 (stereo not drawn)
- Pf Dd2 inh: 3.2%
99. O=[N+]([O-])c1cccc(-c2noc([C@@H]3C[C@@H](O)CN3CC3CCCCC3)n2)c1
- Pf Dd2 inh: i
100. Cc1cccc(OCC(=O)N2CCN(Cc3cc(=O)n4nc(-c5ccccc5Cl)sc4n3)CC2)c1
- Pf Dd2 inh: 38.6%[activator]

Continued.
item	canonical_smiles	Pf Dd2 inh
101	O[C@H]1[C@H](NCc2cnc3ccccc3c2)[C@@H](c2ccc(N3CCOCC3)nc2)C[C@H]1O	-14.4%[44.1 µM]
102	CN1C[C@H](C(=O)Nc2ccncn2)C[C@H]1c1cccc(C(F)(F)F)c1	-5.0%[44.1 µM]
103	Cn1c(-c2cn(C3CCNCC3)nn2)nc2ccccc21	?
104	CCc1noc(-c2nc(-c3ccccc3C)no2)n1	2.7%
105	C#CCNC(=O)c1nc(-c2cccc(C(F)(F)F)c2)c2cnccn12	3.55µM*

Screens from PubChem.

Only part of the results is shown. The share of hits here may be higher or lower than overall.
